# G6PDH CS = counter-screen for G6PDH assay hits: L. mesenteroides G6PDH inhibition; Purified L. mesenteroides G6PDH, diaphorase/resazurin coupled fluorescence, 45 min; inhibition, % at 5 µM; actives 0.12% (n = 200,000); AID 1020; in the data active = inhibition above about 50%
# TLR4 MyD88 comp = inhibitors of human TLR4-MyD88 binding | AID 861 | inhibition, % at 8.4 µM | O00206+Q99836 | actives 0.18% (n = 200,000) | HeLa CL3-4 TLR4/MyD88 BLA complementation, FRET ratio; in the data active = inhibition above about 25%;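 note: 0% = vehicle and 100% = reference inhibitor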
# Target sequence (O00206 whole entry, looked up): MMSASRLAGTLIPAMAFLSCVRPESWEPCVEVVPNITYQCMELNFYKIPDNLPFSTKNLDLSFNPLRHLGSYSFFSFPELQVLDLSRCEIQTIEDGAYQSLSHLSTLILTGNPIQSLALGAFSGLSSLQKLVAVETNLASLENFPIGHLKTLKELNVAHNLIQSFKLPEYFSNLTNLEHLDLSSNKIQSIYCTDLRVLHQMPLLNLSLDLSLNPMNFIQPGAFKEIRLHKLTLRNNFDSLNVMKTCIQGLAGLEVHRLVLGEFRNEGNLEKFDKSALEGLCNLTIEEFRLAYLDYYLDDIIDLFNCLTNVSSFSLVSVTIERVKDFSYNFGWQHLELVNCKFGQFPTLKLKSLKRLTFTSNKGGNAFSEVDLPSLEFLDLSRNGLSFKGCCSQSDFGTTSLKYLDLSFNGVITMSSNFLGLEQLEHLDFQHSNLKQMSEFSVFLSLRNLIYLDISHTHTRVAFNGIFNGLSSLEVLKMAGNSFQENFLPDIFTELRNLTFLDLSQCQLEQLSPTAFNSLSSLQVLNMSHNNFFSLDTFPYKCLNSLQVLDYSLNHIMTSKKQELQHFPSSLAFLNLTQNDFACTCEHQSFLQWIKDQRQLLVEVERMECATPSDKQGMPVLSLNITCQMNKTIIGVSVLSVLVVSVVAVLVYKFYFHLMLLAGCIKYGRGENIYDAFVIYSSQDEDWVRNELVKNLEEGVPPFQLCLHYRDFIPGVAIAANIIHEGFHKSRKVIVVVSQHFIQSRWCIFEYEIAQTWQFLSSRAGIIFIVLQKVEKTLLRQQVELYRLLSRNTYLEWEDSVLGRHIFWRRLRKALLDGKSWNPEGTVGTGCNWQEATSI
# Target sequence (Q99836 whole entry, looked up): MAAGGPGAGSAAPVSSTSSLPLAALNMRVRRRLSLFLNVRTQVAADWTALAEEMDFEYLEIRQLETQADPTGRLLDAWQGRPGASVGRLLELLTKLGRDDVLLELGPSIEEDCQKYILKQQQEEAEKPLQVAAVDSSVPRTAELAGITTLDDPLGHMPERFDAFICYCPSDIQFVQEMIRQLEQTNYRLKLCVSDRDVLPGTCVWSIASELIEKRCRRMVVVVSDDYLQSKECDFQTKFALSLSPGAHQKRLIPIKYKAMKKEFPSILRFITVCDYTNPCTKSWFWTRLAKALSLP
# APP 5UTR inh = APP translation inhibition; SH-SY5Y APP 5'UTR-luciferase reporter, luminescence; inhibition, % at 2 µM; actives 0.82% (n = 190,000);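 active = inhibition above a set limit, derived from the sample mean plus 3 SD, cut at about 45% in these data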; note: values of inactives mirror those of a sister screen read the other way
# STAT3 activator = activators of IL-6 induced STAT3 signaling; U3A cells, IL-6 STAT3-luciferase reporter, luminescence; 100% = signal with IL-6 EC80 alone; AID 871; actives 0.91% (n = 190,000); activation (% of control), % at 5.6 µM;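 active = activation above the screen-wide mean of compound activation plus 3 SD, cut at about 130% in these data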;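 note: 0% = background luminescence of wells with medium and substrate only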
#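 Material: human U3A cells carrying STAT3-luciferase construct. Measured by: reporter luminescence signal. Timing: compound 1 h, then IL-6 6 h at 37 °C.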
# Hsp70 activator = Hsp70 transcriptional activation, primary screen | HeLa Hsp70 promoter luciferase reporter, luminescence; scaled: vehicle 0, proteasome-inhibitor control 100% | activation, % at 10 µM | AID 1203 | actives 0.04% (n = 200,000);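 active = activation above the mean across all tested compounds plus 3 SD, cutoff set per campaign, cut at about 5.5% in these data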;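 note: 100% = MG132 at 30 µM as the positive control and 0% = DMSO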
# STAT1 blocker = STAT1 signaling inhibition | inhibition, % at 5.5 µM | actives 0.35% (n = 200,000) | AID 920 | NIH 3T3 STAT1-luciferase reporter, IFN-gamma, luminescence;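 active = inhibition above a set limit, the mean inhibition across all tested compounds plus 3 SD, cut at about 34% in these data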;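 note: 0% = IFN-gamma with DMSO and 100% = IFN-gamma with 300 µM nifuroxazide; values of inactives mirror those of a sister screen read the other way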
# Diaphorase act = diaphorase activation or chemical reduction counter-screen; Diaphorase/resazurin coupled assay, resorufin fluorescence, 16 min; active compounds read high; 1 = vehicle wells, 0 = NADH-free wells; activation factor at 20 µM; actives 0.005% (n = 190,000);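 active = diaphorase activity raised at least twofold by the compound at 20 µM; inactive = activation factor below 2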
#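 Material: purified diaphorase enzyme from Clostridium kluyveri; Also added: 0.114 mM NADH and 0.1 mM resazurin, final amounts; Doses: single compound dose of 20 µM, 1% DMSO final; Times: 16 min enzyme reaction, ambient temperature; Detection: resorufin fluorescence, excitation 544 nm, emission 590 nm; Measure: increased resorufin signal from activators or reducing compounds.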
# STAT3 inh = reduces IL-6 driven STAT3 reporter signal; inhibition, % at 5.5 µM; U3A cells, IL-6 STAT3-luciferase reporter, luminescence; host cell line lacks STAT1; actives 0.89% (n = 190,000); AID 862;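 active = inhibition above the mean inhibition across all screened compounds plus 3 SD, cut at about 44% in these data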;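 note: 0% = DMSO only wells and 100% = 100 µM nifuroxazide control wells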
# Diaph inh CS = counter-screen for diaphorase-based assays: diaphorase inhibitors and chemical oxidizers. actives 0.69% (n = 190,000). diaphorase resazurin-to-resorufin fluorescence, NADH, 16 min; bacterial (C. kluyveri) enzyme, not human. inhibition, % at 20 µM;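 active = primary screen inhibition at 20 µM above a set limit, cut at about 50% in these data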;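 note: plate controls were DMSO with full reaction for no effect and wells lacking NADH for full effect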
#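 Test system: Clostridium kluyveri diaphorase enzyme / Quantity: diaphorase at 0.14 U/mL in enzyme working solution / Incubation: 16-min room-temperature incubation before reading / Benchmarks: NADH-free wells as positive control, DMSO-only neutral wells / Signal: resorufin fluorescence 544/590 nm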
# STAT1 act = activators of IFN-gamma induced STAT1 signaling; NIH 3T3 STAT1-luciferase reporter, luminescence; 100% = IFN-gamma alone, no compound; activation (% of control), % at 5.5 µM; actives 2.6% (n = 200,000); AID 932;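 active = activation above the screen-wide mean activation plus 3 SD, cut at about 130% in these data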;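 note: raw ratio to IFN-gamma control signal so 100% means no change and 0% no light; values of inactives mirror those of a sister screen read the other way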
# Numbers without * were called inactive; . = no result given. Random draw from the library. Share with any hit: about 6.1%.
SMILES,G6PDH CS,TLR4 MyD88 comp,APP 5UTR inh,STAT3 activator,Hsp70 activator,STAT1 blocker,Diaphorase act,STAT3 inh,Diaph inh CS,STAT1 act
CC(C)(CNC(=O)c1ccc(Cl)c(S(=O)(=O)N2CCc3ccccc3C2)c1)N1CCOCC1,-5,-12,-8,62,0.0,11,0.9,50*,6,90
Clc1ccc(CSc2nnc(-c3ccncc3)o2)cc1,-3,-17,8,88,-0.1,10,0.9,23,14,91
COc1cccc(NC2=NCC(=O)N2Cc2cccs2)c1,-4,4,6,106,0.1,2,0.9,-3,5,98
COc1ccc(-n2ncc3c(=O)n(CC(=O)OCc4ccccc4)cnc32)cc1,-25,7,-8,100,0.2,-8,0.8,6,18,107
Cc1cc2cc(CNC(=O)CCC(=O)O)ccc2n1C,15,-10,-2,93,-0.2,1,0.8,11,15,99
COc1ccc(-c2cc(C(F)(F)F)n3ncc(C(=O)N4CCCCC4c4cccnc4)c3n2)cc1 (centres undefined),0,3,8,104,0.1,5,1.1,1,-5,97
Cc1ccc(S(=O)(=O)N2CCN(C(=O)COc3ccc(C)nc3[N+](=O)[O-])CC2)c(C)c1,4,-15,-6,93,-0.2,6,0.9,10,10,92
O=C(CC(c1ccc(F)cc1)c1ccco1)N1CCOCC1 (centres undefined),-7,11,11,106,-0.3,2,1,-5,5,104
CSc1nccc(Nc2ccccc2)c1C#N,2,-5,-7,100,-0.5,-6,0.9,6,12,105
CCCCCCCCCOC1OC(CO)C(O)C(O)C1NC(C)=O (centres undefined),15,-6,20,103,-0.1,6,1,-5,5,95
O=C(Nc1cccc(OCC(=O)N2CCOCC2)c1)c1cccc([N+](=O)[O-])c1,6,7,12,96,-0.4,11,0.9,9,7,88
Cc1ccc(OC(=O)C23CC4CC(CC(C4)C2)C3)c(C)n1,4,0,11,100,0.4,5,0.9,-2,7,98
Cc1cccc(Cc2c(C)[nH]c(=O)c(C#N)c2C)c1,1,10,-9,98,-0.4,15,0.9,7,8,85
O=C(C[n+]1ccccc1)N1CCCc2ccccc21,13,-6,7,111,-0.4,-3,1,-10,0,101
CCn1ccc(C(=O)Nc2ccccc2SC)n1,12,4,-37,111,0.2,-45,0.9,1,7,140*
COc1ccc(NC(=S)NCCN2CCC(C)CC2)cc1,6,13,-5,101,0.1,5,1,5,-1,96
O=C(NC1CCCC1)c1cc(S(=O)(=O)N2CCOCC2)c(Cl)cc1Cl,3,4,-14,98,0.0,-3,1,9,-4,102
CCN1CCN(c2cc(C)c3cc(NC(=S)NCCCN4CCc5ccccc5C4)ccc3n2)CC1,-8,10,-7,109,-0.2,-5,1.2,-10,-19,103
CC(C)Cc1nnc(NC(=O)c2ccc([N+](=O)[O-])cc2)s1,-3,5,-16,100,-0.1,-5,1,12,-4,104
COc1ccc(OC)c2sc(N3CCN(c4ccccc4)CC3)nc12,.,2,-1,88,-0.2,-5,.,21,.,104
O=C(NCc1ccco1)C1CC(c2cccc([N+](=O)[O-])c2)=NO1 (centres undefined),9,-6,-2,101,-0.2,-2,0.9,6,10,102
COC(=O)NCc1cccc(CNC(=O)OC)c1,13,16,-2,105,0.1,-4,0.9,-5,11,104
Cc1cc(-c2ccccc2)n(-c2cc(N/N=C/c3ccccc3O)ncn2)n1,-10,-15,96*,125,0.1,7,1,-33,2,94
FC(F)(F)c1cnc(Sc2nnc(-c3cccs3)n2CC2CCCO2)c(Cl)c1 (centres undefined),19,-13,0,101,1.0,-9,1,0,-4,109

# Given as tab-separated lines: part of the list above.
SMILES	G6PDH CS	TLR4 MyD88 comp	APP 5UTR inh	STAT3 activator	Hsp70 activator	STAT1 blocker	Diaphorase act	STAT3 inh	Diaph inh CS	STAT1 act
CCN1CCN(c2cc(C)c3cc(NC(=S)NCCCN4CCc5ccccc5C4)ccc3n2)CC1	-8	10	-7	109	-0.2	-5	1.2	-10	-19	103
CC(C)Cc1nnc(NC(=O)c2ccc([N+](=O)[O-])cc2)s1	-3	5	-16	100	-0.1	-5	1	12	-4	104
COc1ccc(OC)c2sc(N3CCN(c4ccccc4)CC3)nc12	.	2	-1	88	-0.2	-5	.	21	.	104
O=C(NCc1ccco1)C1CC(c2cccc([N+](=O)[O-])c2)=NO1 (centres undefined)	9	-6	-2	101	-0.2	-2	0.9	6	10	102

# More records:
SMILES,G6PDH CS,TLR4 MyD88 comp,APP 5UTR inh,STAT3 activator,Hsp70 activator,STAT1 blocker,Diaphorase act,STAT3 inh,Diaph inh CS,STAT1 act
NNc1nc2c(Cl)cccc2s1,21,5,-60,134*,-0.2,-16,0.8,-37,15,115
O=S(=O)(c1ccc(Cl)c(S(=O)(=O)N2CCCC2)c1)N1CCCC1,12,5,-13,105,-0.3,12,.,0,.,88
O=C(OC(C(=O)O)C(OC(=O)c1ccccc1)C(=O)NCc1ccccc1)c1ccccc1 (centres undefined),3,-4,-12,101,0.1,2,0.9,5,13,98
CCCc1cc(C(=O)NNC(=S)NC(C)c2ccccc2)cs1 (centres undefined),0,-3,-21,109,-0.3,-2,1.1,-12,-7,102
CCc1nc2ccccc2n(CCOCCOCCn2c(=O)c(CC)nc3ccccc32)c1=O,10,13,-4,111,-0.4,-6,0.8,-5,23,106
COc1ccc(-c2csc(NC(=O)CSc3ncn[nH]3)n2)cc1OC,-7,-6,-10,98,-0.4,10,0.9,10,6,90
CCCNS(=O)(=O)c1ccc(CCC(=O)NCC2CCCO2)cc1 (centres undefined),5,-4,-3,99,0.3,7,0.9,1,7,93
O=c1cc(CO)occ1OCc1ccccc1,3,-3,-10,106,0.1,5,1.1,-3,-12,96
COCCN1C=C(C(=O)OC)C(c2ccc(OC)c(OC)c2)C(C(=O)OC)=C1,2,-4,-32,94,0.1,-2,1.1,8,-6,102
COc1ccc(/C=N/NC(=O)Nc2cccc3nsnc23)c(OC)c1,-42,9,-19,69,0.1,2,0.9,38,9,98
CCCOc1ccc(CSc2nc3ccccc3[nH]2)cc1,6,-18,-125,50,0.0,9,0.9,59*,14,92
CCC(CC)C(=O)Nc1cc(C(=O)OC)cc(C(=O)OC)c1,13,6,-10,105,0.3,5,0.8,-2,19,95

# Reprinted from the part before: two compounds, then new ones.
SMILES,G6PDH CS,TLR4 MyD88 comp,APP 5UTR inh,STAT3 activator,Hsp70 activator,STAT1 blocker,Diaphorase act,STAT3 inh,Diaph inh CS,STAT1 act
CCCOc1ccc(CSc2nc3ccccc3[nH]2)cc1,6,-18,-125,50,0.0,9,0.9,59*,14,92
CCC(CC)C(=O)Nc1cc(C(=O)OC)cc(C(=O)OC)c1,13,6,-10,105,0.3,5,0.8,-2,19,95
COc1cccc2cc(/C(=N/O)c3ccccc3)oc12,7,-2,-37,105,0.4,-14,0.8,6,19,111
Cc1nn(-c2ccccc2)c(C)c1/C=N/NC(=O)c1cc(C2CC2)[nH]n1,-37,11,-18,92,-0.1,-8,0.9,17,10,110
COCCn1c(C)cc(C(=O)CN2CCCCC2)c1C,-4,-9,-13,107,-0.3,3,1,-7,2,96
CN(C)CCCNCCCNC(=O)c1ccncc1,4,-8,-5,106,-0.2,3,1,1,3,97
O=C(CCN1C(=O)/C(=C/c2ccc3c(c2)OCO3)SC1=S)Nc1ccccc1,5,3,-8,105,-0.5,9,1,-10,-3,92
CC(CCCCC(=O)Nc1ccc(C(F)(F)F)cc1)NCCc1cnc[nH]1 (centres undefined),9,.,.,.,0.1,.,1,.,-1,.
CN(C)CCNC(=O)CNC(=S)N(CCCN1CCOCC1)Cc1cccs1,8,-1,10,98,0.0,2,1.1,10,-6,98
Nc1nc(=S)[nH]c2c1C1(CCCC1)Cc1ccccc1-2,2,0,4,88,0.0,7,0.7,21,27,94
NC(=O)CN1C(=O)C(O)(CC(=O)/C=C\c2ccc3c(c2)OCO3)c2ccccc21 (centres undefined),9,5,-10,104,0.1,19,1.1,-1,-10,81
COc1cc(C(=O)Nc2ccc(C)cn2)c([N+](=O)[O-])cc1OC,2,6,2,100,-0.1,-4,0.9,5,14,100
O=C(Nc1ccc(F)cc1F)c1cccn1-c1ncc(C(F)(F)F)cc1Cl,7,2,2,99,-0.3,6,0.9,7,11,95
Cc1nc(C)n(CC(O)COc2ccc3ccccc3c2)n1 (centres undefined),6,-5,-8,103,-0.1,-3,0.9,-1,7,103
CN(C)CCN=Cc1c(O)n(Cc2ccccc2)c(=O)c2ccccc12,-1,2,-19,105,-0.1,-3,0.9,2,11,103
CCOC(=O)Cc1csc(NC(=O)NC2(C(F)(F)F)Oc3ccc(Cl)cc3O2)n1 (centres undefined),33,8,31,94,0.1,1,0.6,4,42,99
CCc1cccc2c(C(=O)C(F)(F)F)cn(CC(=O)N3CCOCC3)c12,17,4,-61,103,-0.2,-15,0.9,0,10,113
O=[N+]([O-])c1cccc(-c2nnc(SCc3cccnc3)o2)c1,10,1,8,95,-0.5,-11,0.9,8,8,108
Cn1c(SCC(=O)Nc2nccs2)nnc1C12CC3CC(CC(C3)C1)C2,-10,-5,-3,106,0.0,-12,1,-3,3,107
NC(N)=N/N=C/c1ccc(OCc2ccc(Cl)cc2Cl)cc1,-3,6,-8,96,0.1,-6,2.2*,16,-120,106
O/N=C\c1ccc(-c2ccccc2)o1,1,-3,-53,105,-0.3,-23,0.8,-8,20,120
O=C1C2C3C=CC(CC3)C2C(=O)N1c1ccccc1[N+](=O)[O-] (centres undefined),0,-5,5,95,-0.1,3,1.1,8,-6,97
CSc1ccc(/C=N/N2CCN(Cc3ccccc3)CC2)cc1,16,0,-16,100,-0.4,-14,0.8,2,18,114
Cc1cc(/C=N\O)c(C)n1-c1ccncc1,1,7,-3,103,-0.2,-5,1,-2,3,104
COc1ccc(CCNC2CC(=O)N(CCc3ccc(OC)c(OC)c3)C2=O)cc1 (centres undefined),1,9,-3,101,-0.6,2,0.9,4,8,98
OC(CNCC1CCCO1)Cn1c2ccc(Cl)cc2c2cc(Cl)ccc21 (centres undefined),-4,-4,4,104,-0.3,8,1,0,2,92
CN(C)S(=O)(=O)c1cc(S(=O)(=O)N(C)C)c(Cl)cc1N,6,6,-18,93,-0.2,2,1,16,-1,99
COc1ccc(N(C(=O)c2ccc(Cl)cc2)C2=CC3CCC(C2)N3C)cc1 (centres undefined),0,13,-10,100,-0.4,-4,0.9,5,7,103
CN(C)/N=C/c1ccc(Sc2ccccc2[N+](=O)[O-])o1,0,11,5,113,-0.4,3,1,-15,2,96
COC(=O)CCN(C(=O)c1ccc(N2CCCCC2)c([N+](=O)[O-])c1)c1ccccn1,12,6,-13,104,-0.3,-4,0.9,1,10,101
CCC1=NN2C(=N)/C(=C\c3ccc(OCc4cc(=O)n5nc(CC)sc5n4)c(OC)c3)C(=O)N=C2S1,0,0,-13,101,0.0,-3,0.5,2,54*,101
CCCCOC(=O)n1c(=O)oc2cc(S(=O)(=O)N3CCCCC3)ccc21,-3,-17,-4,91,0.0,7,0.8,12,18,94
Cc1c(N=Cc2ccc(O)c(Br)c2)cccc1[N+](=O)[O-],8,-7,-3,112,0.0,-3,0.9,-9,7,102
